A3A deaminase – inhibitors of human APOBEC3A DNA deaminase | recombinant A3A, FAM/TAMRA ssDNA deamination fluorescence | inhibition, % at 20 µM | AID 493011 | 330,000 tested, 0.41% active | P31941;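 active means at least 40% inhibition at 20 µM here, with at most 30% in a related deaminase screen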;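 further: plate controls were A3A with DMSO for no effect and wells lacking A3A enzyme for full effect; some results filed as inactive read as strong as hits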
Target sequence (P31941 whole entry, looked up): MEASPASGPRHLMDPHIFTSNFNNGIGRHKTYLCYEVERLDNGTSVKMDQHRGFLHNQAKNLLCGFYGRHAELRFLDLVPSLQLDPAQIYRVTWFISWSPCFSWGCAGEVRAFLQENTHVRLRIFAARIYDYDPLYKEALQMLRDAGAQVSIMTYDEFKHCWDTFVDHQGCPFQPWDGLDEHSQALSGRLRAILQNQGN
A3G deaminase – blocks human APOBEC3G single-stranded DNA deamination; Q9HC16; recombinant A3G, ssDNA deamination FAM/TAMRA fluorescence; inhibition, % at 20 µM; 330,000 tested, 0.28% active;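 active means inhibition of at least 40% at 20 µM, with no more than 30% in the related APOBEC3A deaminase screen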;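 further: plate controls were DMSO wells with A3G for no effect and wells lacking A3G enzyme for full effect; some compounds called inactive have numbers as strong as hits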
Target sequence (Q9HC16 whole entry, looked up): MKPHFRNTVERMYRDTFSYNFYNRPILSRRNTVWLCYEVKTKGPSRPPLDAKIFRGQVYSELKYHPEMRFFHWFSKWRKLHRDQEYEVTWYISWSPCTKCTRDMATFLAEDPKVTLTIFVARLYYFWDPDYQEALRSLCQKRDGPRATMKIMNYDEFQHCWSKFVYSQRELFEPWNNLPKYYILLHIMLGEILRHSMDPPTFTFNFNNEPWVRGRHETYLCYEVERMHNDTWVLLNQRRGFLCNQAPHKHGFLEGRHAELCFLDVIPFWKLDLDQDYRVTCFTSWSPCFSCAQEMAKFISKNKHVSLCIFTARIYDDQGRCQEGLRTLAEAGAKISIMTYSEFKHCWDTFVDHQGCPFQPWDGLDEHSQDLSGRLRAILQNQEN
mIAP inh – mouse IAP inhibition. purified mouse IAP, CDP-Star luminescence, 30 min. inhibition, % at 10 µM. 330,000 tested, 0.2% active. AID 2806;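 active means inhibition of at least 40% at 10 µM in the primary screen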;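 further: plate controls were DMSO with enzyme for no effect and no enzyme wells for full effect; values of inactives mirror those of a sister screen read the other way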
hIAP inh – blocks human intestinal alkaline phosphatase | purified IAP, CDP-Star luminescence, 30 min | inhibition, % at 10 µM | 330,000 tested, 0.12% active | AID 2544;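 active means inhibition reaching a set limit with compound at 10 µM in the primary screen, cut at about 35% in these data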;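 further: plate controls were DMSO wells with enzyme for no effect and no-enzyme buffer wells for full effect; values of inactives mirror those of a sister screen read the other way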
mIAP activ – mouse IAP activation. muIAP, CDP-Star luminescence, 30 min; stronger effect = higher value; 1 = vehicle-only enzyme signal, 0 = enzyme-free wells. activation factor at 10 µM. 330,000 tested, 0.24% active;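 active means activation factor of at least 2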; further: the source names both 10 and 20 µM as test concentration; values of inactives mirror those of a sister screen read the other way
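System: mouse IAP enzyme. Reagent: CDP-Star chemiluminescent phosphatase substrate. Benchmarks: DMSO wells, no-enzyme wells. Times: 30 min enzyme-substrate-compound incubation at room temperature. Detection: luminescence from enzymatic CDP-Star hydrolysis. Doses: test compounds delivered from DMSO solution.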
MPTP block – inhibitors of mitochondrial permeability transition pore. inhibition, % at 10 µM. isolated mouse mitochondria, Ca2+ swelling absorbance, 30 min. AID 602449. 360,000 tested, 1.4% active;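 active means inhibition of 50% or more, scaled per plate between neutral and stimulator controls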;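 further: 0% = DMSO wells given calcium and 100% = 1 mM EGTA wells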
MIN6 prolif – inducers of beta-cell replication in MIN6 cells. MIN6 cells proliferation, ATPlite luminescence, 48 h; cells starved in 0.2% serum; 100% = growth in 10% serum. proliferation, % at 10 µM. 330,000 tested, 0.29% active;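 active means compounds whose signal lies at least 3.5 SD above the mean of all wells on their plate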;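 further: 0% = DMSO-treated cells in low-serum medium and 100% = 10% serum control; some compounds called inactive have numbers as strong as hits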
hIAP activ – increases human intestinal alkaline phosphatase activity | P09923 | purified human IAP, CDP-Star luminescence, 30 min; stronger effect = higher value; 1 = vehicle-only enzyme, 0 = enzyme-free background | activation factor at 10 µM | 330,000 tested, 0.16% active;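 active means activation factor of the enzyme at least 2-fold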; further: the source names both 10 and 20 µM as test concentration; values of inactives mirror those of a sister screen read the other way
ATG4B inh – blocks human ATG4B protease cleavage of LC3 substrate; Q9Y4P1; inhibition, % at 8.33 µM; ATG4B cleavage of LC3-PLA2, NBD-HPC fluorescence, 1 h; 340,000 tested, 0.51% active; in the data active means inhibition above about 40%
Target sequence (Q9Y4P1 whole entry, looked up): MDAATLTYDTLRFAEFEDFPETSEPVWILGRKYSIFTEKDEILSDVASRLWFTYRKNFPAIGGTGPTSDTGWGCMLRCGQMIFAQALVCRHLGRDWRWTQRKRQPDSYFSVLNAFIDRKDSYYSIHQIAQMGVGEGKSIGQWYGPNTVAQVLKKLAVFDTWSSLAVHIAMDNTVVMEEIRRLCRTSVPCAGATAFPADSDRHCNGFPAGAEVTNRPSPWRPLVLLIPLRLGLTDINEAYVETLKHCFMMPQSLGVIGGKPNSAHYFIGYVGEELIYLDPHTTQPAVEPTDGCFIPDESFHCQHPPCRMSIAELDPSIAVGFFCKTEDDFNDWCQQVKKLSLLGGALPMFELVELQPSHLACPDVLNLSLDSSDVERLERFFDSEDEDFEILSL
The depositor's hits bear a star; · = no result given.

SMILES	A3A deaminase	A3G deaminase	mIAP inh	hIAP inh	mIAP activ	MPTP block	MIN6 prolif	hIAP activ	ATG4B inh
O=C(CN(c1ccccc1)S(=O)(=O)c1ccccc1)Nc1ccccc1C(=O)NCc1ccco1	2	-4	0	7	0.99	1.0	-2	0.93	-11
Cc1ccc(C(=O)OCC(=O)N(CC(C)C)c2c(N)n(Cc3ccccc3)c(=O)[nH]c2=O)o1	-1	-7	2	-15	0.98	-0.5	-2	1.1	-7
COc1ccc(C2(O)CCN(C(=O)Cc3cccnc3)CC2)cc1	-4	-4	0	0	1	-1.8	2	1	-7
COc1ccc(CCNC(=O)CN2C(=O)NC(C)(c3ccc([N+](=O)[O-])cc3)C2=O)cc1 (stereo not drawn)	-1	-4	-10	-4	1.1	1.0	2	1	-7
CC1CCCCN1CC(=O)NC(=O)NCc1ccccc1 (stereo not drawn)	0	-6	11	-8	0.89	-1.3	-1	1.1	-6
O=C(O)c1cc(Cl)c2c(c1)OCO2	43*	8	9	2	0.91	0.2	0	0.98	-2
CN1CCN(NC(=O)/C=C/c2ccc(C(C)(C)C)cc2)CC1	-3	-5	-4	-5	1	-0.2	-3	1.1	-10
CC(=O)c1c(C)nn(CC(O)Cn2c3c(c4cc(C)ccc42)CCCC3=O)c1C (stereo not drawn)	2	0	9	18	0.91	0.2	2	0.82	-10
Nc1ccccc1C(=O)NCCN1CCNC1=O	-2	-2	2	4	0.98	-0.1	-1	0.95	2
Cc1ccc(NC(=O)NC(=O)CSc2nnnn2C)c(C)c1	1	-4	-1	7	1	-2.5	-2	0.93	0
Cc1cccc(CNC(=O)c2ccccc2NC(=O)C2=CSCCO2)c1	0	10	-6	12	1.1	-0.5	0	0.88	2
CC(C)c1nnc(NC(=O)CCC(=O)NC2CCCCC2)s1	-2	-5	-6	-49	1.1	·	4	1.5	8
O=S(=O)(c1cccs1)n1cnc2ccccc21	0	-2	4	11	0.96	-0.7	-1	0.89	-12
CC(C)OP(=O)(c1ccc(N(C)C)cc1)C(O)c1c(Cl)cccc1Cl (stereo not drawn)	-3	-5	-17	-4	1.2	0.3	2	1	-4
Cc1ccsc1/C=N/N=C/c1sccc1C	-2	2	1	2	0.99	1.9	-4	0.98	6
O=C(NCc1ccccc1)C1=C[C@@H](C2CC2)C[C@@H](OCCCCO)O1	-2	-8	-11	0	1.1	0.5	-4	1	3
O=C(NCCc1ccccn1)C(F)(F)C(F)(F)C(F)(F)C(F)(F)C(F)(F)C(F)F	-9	-10	3	9	0.97	-1.2	7	0.91	1
COC(=O)CC1C(=O)NCCN1C(=O)CSc1nc2ccccc2c(=O)n1CC(C)C (stereo not drawn)	-3	-5	0	-10	1	-4.4	4	1.1	-9
Cn1c(=O)c(N=O)c(N)n(Cc2ccccc2)c1=S	-2	-8	-4	30	1	2.4	0	0.7	-2
O=C(c1ccc(-c2ccccc2)cc1)C1CCCN(C(=O)c2ccncc2)C1 (stereo not drawn)	1	-1	-2	19	1	-1.7	-1	0.81	-7
CCc1cc(C(=O)N2CCCC(C(=O)c3cccc(OC(C)C)c3)C2)n(C)n1 (stereo not drawn)	-3	-4	-2	2	1	2.0	1	0.97	-7
c1ccc2[nH]c3cc4ncnc4cc3nc2c1	1	-4	12	-24	0.88	0.0	1	1.2	-12
Cc1ccc(-c2nnn(CC(=O)N(Cc3ccccc3F)C(C(=O)NC3CCCC3)c3ccncc3)n2)o1 (stereo not drawn)	0	-1	0	-6	1	-0.5	-2	1.1	-6
O=C(CC(c1ccccc1)c1ccccc1)Nc1ccc(Cl)cn1	-4	-6	8	-21	0.92	-0.1	-4	1.2	-5
Cc1ccc(S(=O)(=O)N(C(=O)c2ccncc2)c2ccc(OC(=O)c3ccncc3)cc2)c(C)c1	-2	-9	-1	-13	1	-0.1	0	1.1	-6
Cc1cc(C)cc(OCC(O)CN2CCN(C(=O)c3ccco3)CC2)c1 (stereo not drawn)	-1	2	-7	-1	1.1	0.7	-5	1	-6
CCOC(=O)Nc1ccc2c(c1)N(C(=O)CCN(C)C)c1ccccc1CC2	7	1	-4	-4	1	0.2	-5	1	-7
c1ccc2c(c1)Cn1nc(Cc3nc4c(s3)CCCC4)nc1-2	-5	-11	3	10	0.97	0.0	-2	0.9	-1
COc1ccc(NC(=O)CN(C)C(=O)c2cccc(NS(=O)(=O)c3ccc(Br)cc3)c2)cc1	1	-5	-2	-6	1	0.8	-2	1.1	-6
Cc1ccc2nc3n(c2c1)CCCN3	0	-6	-10	14	1.1	0.8	2	0.85	-6
Cc1ccc(N(CC(=O)N=Nc2c(O)[nH]c3ccccc23)S(C)(=O)=O)c(C)c1	1	1	6	-36	0.94	0.3	1	1.4	-8
CS(=O)(=O)N(CC(=O)N1CCOCC1)Cc1ccc(Cl)cc1	-7	-10	-15	-11	1.1	-0.9	0	1.1	-5
CCOC(=O)N1CCN(C(=S)NC2CCCC2)CC1	-1	1	-2	6	1	0.8	0	0.94	5
CCc1nc(N2CCN(C(=O)c3ccccc3)CC2)c(C#N)c2c1COC(C)(C)C2	-2	-7	-2	14	1	0.9	-2	0.86	-1
O=C(Cc1ccc(Cl)cc1)Nc1ccccc1C(=O)N1CCCCC1	5	3	-3	-7	1	2.3	2	1.1	8
COc1ccc(-n2ncc3c(N(C)C4CCCCC4)ncnc32)cc1	-4	-4	7	-6	0.93	1.6	-6	1.1	-5

Ordered by the number under mIAP inh (descending): some entries from above
structure	A3A deaminase	A3G deaminase	mIAP inh	hIAP inh	mIAP activ	MPTP block	hIAP activ	ATG4B inh
Cc1cc(C)cc(OCC(O)CN2CCN(C(=O)c3ccco3)CC2)c1 (stereo not drawn)	-1	2	-7	-1	1.1	0.7	1	-6
Cc1ccc2nc3n(c2c1)CCCN3	0	-6	-10	14	1.1	0.8	0.85	-6
CS(=O)(=O)N(CC(=O)N1CCOCC1)Cc1ccc(Cl)cc1	-7	-10	-15	-11	1.1	-0.9	1.1	-5

Going on with the list.
SMILES	A3A deaminase	A3G deaminase	mIAP inh	hIAP inh	mIAP activ	MPTP block	MIN6 prolif	hIAP activ	ATG4B inh
Cc1cc(C)cc(OCCNC(=O)C2CCN(S(=O)(=O)c3ccccc3)CC2)c1	-4	-10	-8	10	1.1	2.6	-2	0.9	-1
COC(=O)c1ccc(NC(=O)c2cnc3scc(C)n3c2=O)cc1	0	4	1	8	0.99	·	8	0.92	·
CN1CCN(S(=O)(=O)c2cc(Cl)c(Cl)cc2Cl)CC1	-5	-8	-1	-30	1	1.5	2	1.3	0
Cc1ccc(-c2c(C(=O)O)c(C(=O)O)c3n2CCC3)cc1	-9	-10	9	-2	0.91	1.0	-4	1	-10
COc1ccccc1OC(C)c1nnc(SCC(=O)Nc2c(C)n(C)n(-c3ccccc3)c2=O)n1-c1ccccc1 (stereo not drawn)	5	-4	-13	-4	1.1	0.7	1	1	-8
CNC(=O)CS(=O)(=O)CC(=O)Nc1cc(OC(C)C)c(Cl)cc1Cl	4	-2	-12	-1	1.1	-0.4	-2	1	6
CC(C)(C)OC(=O)N1CCC(c2c(C(=O)N3CCN(C4CCCCC4)CC3)cnn2-c2ccc(F)cc2)CC1	0	2	2	11	0.97	-0.3	-2	0.89	-7
COc1ccc(NC(=O)N/C=C/c2ccco2)cc1	7	-3	9	7	0.91	-0.6	-1	0.93	2
COc1cc2c(cc1OC)CN(C(=O)Cc1ccc(OC)c(S(=O)(=O)N3CCOCC3)c1)CC2	3	-3	5	-1	0.95	0.6	-1	1	1
CC(C)(C)c1ccc(NC(=O)Cn2cnc3cc([N+](=O)[O-])ccc3c2=O)cc1	0	-8	19	13	0.81	-1.9	-3	0.87	-2
CCN(CC)S(=O)(=O)c1cccc(NC(=O)CSc2nc3ccccc3[nH]2)c1	2	0	8	25	0.92	65*	0	0.75	-13
CCN(CC)c1ccc(S(=O)(=O)N2CCOCC2)cc1NC(=O)COC(=O)c1cccnc1SC	1	-3	9	8	0.91	-0.8	2	0.92	-11
CCOC(=O)N1CCN(C(=O)c2oc3ccc(S(=O)(=O)N4CC(C)CC(C)C4)cc3c2C)CC1 (stereo not drawn)	-4	-4	11	1	0.89	2.3	-1	0.99	-16
COC(=O)C(C)C1Sc2ccccc2NC1=O (stereo not drawn)	-7	-2	1	1	0.99	0.1	-2	0.99	0
CN1CCc2c(sc(NC(=O)c3cc(Cl)sc3Cl)c2C(N)=O)C1	-4	-5	-10	2	1.1	37	-5	0.98	0
CCOc1ccc(N(C)S(=O)(=O)c2cc(-c3cc(C)no3)ccc2CC)cc1	-1	-2	0	18	1	0.3	-6	0.82	2
COc1cc(NC(=O)c2cc(-c3ccco3)on2)cc(OC)c1OC	2	-9	3	5	0.97	-0.1	-2	0.95	0
Cn1c(=O)c2c(nc(SCCCC#N)n2Cc2ccccc2F)n(C)c1=O	-5	-7	-2	10	1	-1.7	0	0.9	2
CCN1CCN(c2ccc(S(=O)(=O)N3CCOCC3)cc2NC(=O)c2ccccc2OC(F)F)CC1	15	4	2	-17	0.98	-2.5	-3	1.2	-6
Cn1nccc1C(=O)N1CCCC(C(=O)c2ccc(C(F)(F)F)cc2)C1 (stereo not drawn)	-4	1	2	22	0.97	-0.4	4	0.78	10
O=C(CSc1nnc(-c2cccnc2)o1)Nc1ccccn1	-2	-2	-3	-39	1	2.3	-2	1.4	-1
COC(=O)Cc1[nH]c(Cl)nc1C(N)=O	1	-5	0	10	1	·	-2	0.9	0
Nc1ccc2nn(-c3cc([N+](=O)[O-])ccc3O)nc2c1	2	9	9	5	0.91	-0.3	-3	0.95	7
O=C(Nc1nnc(SCc2cccc3ccccc23)s1)C1COc2ccccc2O1 (stereo not drawn)	-2	-11	26	12	0.74	20	0	0.88	44*
CC(=O)c1cccc(NC(=O)N2CC(C)OC(C)C2)c1 (stereo not drawn)	0	-1	6	-8	0.94	1.9	-3	1.1	6
Cc1c(C(=O)Nc2ccc(S(=O)(=O)Nc3ncccn3)cc2)oc2ccc(Cl)cc12	0	7	9	12	0.91	-1.6	-4	0.88	0
Cc1oc(/C=N/NS(=O)(=O)c2ccccc2)cc1Br	1	-4	-9	-13	1.1	1.6	0	1.1	9
CNCC[C@H](Oc1cccc2ccccc12)c1cccs1	1	1	6	-5	0.94	94*	-8	1.1	-6
NC(=O)NOCc1c(F)cccc1Cl	3	-2	5	-14	0.95	-1.9	1	1.1	1
CN(C)CCCN(Cc1ccc2c(c1)OCO2)C(=O)NC1CCCCC1	-5	-10	-2	-3	1	1.5	-2	1	8
Cc1ccc2nc(/C(C#N)=C/c3ccc(-c4ccccc4C(=O)O)o3)[nH]c2c1	2	-20	10	30	0.9	0.0	-3	0.7	6
CC1CCN(CCC(=O)Nc2ccc(Cl)cc2)CC1	-3	-6	6	10	0.94	0.1	-3	0.9	0
Cc1cccc(CCNC(=O)CCc2nc(-c3ccccc3F)no2)c1	0	-3	-11	-3	1.1	0.0	-3	1	-5
CSc1nnc(Cn2c(=O)sc3ccccc32)n1CCc1ccccc1	-1	-4	-5	-3	1	-0.9	-4	1	16
CCn1c(=O)cc(SCC(=O)Nc2ccc3c(c2)OCO3)c2ccccc21	2	-1	-1	5	1	-1.1	-3	0.95	7
Cc1cccc(-n2cc(CN3CCCN(C=O)CC3)c(-c3cccc(F)c3)n2)c1	-3	-6	4	4	0.96	0.3	-1	0.96	8
Cc1ccc(Nc2nc(Cl)nc(NC3CCCCC3)n2)cc1	-2	13	3	-8	0.97	0.7	-5	1.1	-1
O=C(NCc1ccc(F)cc1)C(=O)NCC1OCCN1C(=O)c1ccc(Cl)cc1 (stereo not drawn)	-6	-13	-5	3	1.1	-0.9	1	0.97	-9
